# Source: PubChem BioAssay (National Center for Advancing Translational Sciences (NCATS))
# D1 PAM: Potentiators of Human D1 Dopamine Receptor: qHTS; HEK293 TREx D1 cells, calcium flux, dopamine EC20 potentiation; potentiation, % at 10 µM; 0.036% of 360,000 active; AID 504651, 2011; in the data active = potentiation above about 30%; also: 0% is about no effect
# Target sequence (P21728 whole entry, looked up): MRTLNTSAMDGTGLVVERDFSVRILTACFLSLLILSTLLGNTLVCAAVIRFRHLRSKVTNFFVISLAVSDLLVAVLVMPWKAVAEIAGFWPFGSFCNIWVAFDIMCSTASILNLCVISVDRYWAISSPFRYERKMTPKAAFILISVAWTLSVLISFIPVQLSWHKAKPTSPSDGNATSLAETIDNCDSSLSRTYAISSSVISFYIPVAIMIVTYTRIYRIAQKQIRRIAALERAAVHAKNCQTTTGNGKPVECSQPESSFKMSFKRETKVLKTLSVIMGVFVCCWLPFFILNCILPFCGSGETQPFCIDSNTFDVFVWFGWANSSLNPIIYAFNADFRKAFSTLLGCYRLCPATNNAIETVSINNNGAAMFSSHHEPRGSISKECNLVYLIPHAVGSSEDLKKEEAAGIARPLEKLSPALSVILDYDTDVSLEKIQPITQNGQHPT
# D1 ag: Allosteric Agonists of the Human D1 Dopamine Receptor: qHTS; D(1A) dopamine receptor (Homo sapiens), P21728; HEK293 T-REx D1 cells, calcium flux, agonist mode; activation, % at 2 µM; 1% of 360,000 active; AID 504660, 2011; in the data active = activation above about 30%; also: 0% is about no effect
#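 Agonism was scored from calcium flux recorded over 180 s (1 read/s) after pintool compound addition, following a 10-cycle baseline. Cells were inducible force-coupled HEK293 TREx D1, plated overnight at 30 C and loaded with no-wash calcium dye.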
# RXFP1 agonist: qHTS Assay for Agonists of the Relaxin Receptor RXFP1; HEK293T-RXFP1 cAMP TR-FRET, 30 min; response scale: percent of porcine relaxin response, buffer zero; 0.3% of 370,000 active; Potency, µM (series often up to 57.5 µM), inactives show top-dose activation, most hits filed as activators; Relaxin receptor 1 (Homo sapiens), Q9HBX9; also: potency is read from the fitted curve at half-maximal effect; % is scaled to controls: 0 for no effect and ±100 for the full control effect; nearly all actives have a fitted effect of over 60% in size; many of its hits are not listed in these tables
#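 cAMP rise read by TR-FRET after 30 min, 37C compound exposure (up to 58 uM) in RXFP1-transfected HEK293 cells with Ro 20174 present. EC50 from Hill-equation fits, with 29 nM porcine relaxin as 100% and buffer as basal.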
# Vif-APOBEC3G blk: qHTS for Inhibitors of Vif-A3G Interactions: qHTS | DNA dC->dU-editing enzyme APOBEC-3G (Homo sapiens), Q9HC16 | HeLa A3G-eYFP + Vif (tagged APOBEC3G with the HIV-1 protein that degrades it), YFP fluorescence, overnight | Potency, µM (titrated, usually from 46.1 µM), without a hit: at the top dose activity, negative = active, hits mostly inhibitors | 0.076% of 410,000 active | AID 602310, 2012;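 also: potency is read from the fitted curve at half-maximal effect; % is scaled to controls: 0 for no effect and ±100 for the full control effect; nearly all actives have a fitted effect of over 60% in size; hits raise eYFP signal because A3G escapes Vif-driven loss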
# Target sequence (Q9HC16 whole entry, looked up): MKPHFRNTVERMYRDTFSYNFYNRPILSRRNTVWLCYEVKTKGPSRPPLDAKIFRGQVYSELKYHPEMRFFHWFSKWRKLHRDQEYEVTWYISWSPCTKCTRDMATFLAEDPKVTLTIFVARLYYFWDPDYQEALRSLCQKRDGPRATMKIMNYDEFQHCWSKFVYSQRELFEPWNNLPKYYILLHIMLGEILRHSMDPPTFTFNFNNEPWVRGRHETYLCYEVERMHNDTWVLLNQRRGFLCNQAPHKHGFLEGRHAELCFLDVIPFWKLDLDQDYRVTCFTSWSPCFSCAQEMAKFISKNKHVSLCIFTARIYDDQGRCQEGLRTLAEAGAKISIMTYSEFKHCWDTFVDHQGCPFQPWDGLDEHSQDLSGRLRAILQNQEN
#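 HeLa cells stably expressing Vif and C-terminally eYFP-tagged A3G, seeded overnight at 37 deg C, then exposed to compound by pintool overnight at 37 deg C. Rise in yellow fluorescence (Ex 488/Em 500-530, Acumen) marks blocked Vif-driven A3G degradation.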
# D1 antagonist: Antagonist of Human D 1 Dopamine Receptor: qHTS; activity change, negative = inhibition, % at 10 µM; AID 504652, 2011; HEK293 TREx D1 cells, calcium flux, dopamine EC80; stronger effect = lower value; 3.2% of 360,000 active; D(1A) dopamine receptor (Homo sapiens), P21728; in the data active = activity change below about -30%; also: % is scaled to controls: 0 for no effect and ±100 for the full control effect
#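 After overnight tetracycline induction at 30 C, force-coupled D1 HEK293 cells took up a no-wash calcium dye at room temperature. Compounds were added and monitored 180 s, and the response to EC80 dopamine was then recorded.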
# Vif-A3F inh: qHTS for Inhibitors of Vif-A3F Interactions: qHTS. HeLa A3F-eYFP + Vif (tagged APOBEC3F with the HIV-1 protein that degrades it), YFP fluorescence increase. 0.2% of 390,000 active. AID 602313, 2012. Potency, µM (series often up to 46.1 µM), without a hit: at the top dose activity, negative = active; also: potency is read from the fitted curve at half-maximal effect; % of control where 0% means no effect; nearly all actives have a fitted effect of over 65% in size
#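 HeLa cells stably expressing A3F-eYFP plus Vif, plated and incubated overnight at 37 deg C, then exposed to compounds overnight at 37 deg C. Blocked degradation read as raised yellow fluorescence (Ex 488/Em 500-530).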
# LDHA block: qHTS assay for inhibitors of human lactate dehydrogenase | L-lactate dehydrogenase A chain (Homo sapiens), P00338 | purified LDHA, NADH/diaphorase-resazurin fluorescence; stronger effect = lower value | activity change, % (values are at about 110 or 230 µM) | 0.15% of 480,000 active | AID 1347041, 2019; in the data active = activity change below about -30%; inconclusive = mostly about -25% to -30%;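 also: plate controls were DMSO wells for no effect and wells without enzyme for full effect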
#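 Remaining NADH was detected by diaphorase (0.133 mg/mL) converting 37 µM resazurin to fluorescent resorufin, read at 0 and 20 minutes. The preceding 5-minute room-temperature reaction used 2 nM LDHA, 0.2 mM sodium pyruvate and 0.06 mM NADH at pH 7.4.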
# D2 PAM: HTS Assay for Positive Allosteric Modulators of the Human D2 Dopamine Receptor: Primary Screen for Potentiators. HEK293 T-REx D2, calcium flux, EC20 dopamine potentiation. potentiation, % at 10 µM. 0.34% of 340,000 active. AID 485347, 2010;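 active = potentiation over 3 SD above the plate norm, cut at about 30% in these data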; also: 0% is about no effect
#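 Calcium flux readout, no-wash dye, 1 read/s. Inducible HEK293 Trex D2 line, overnight 30 C. Compound alone 180 s (agonist flags), then EC20 dopamine, another 180 s to score potentiation.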
# GRP78 ERSR act: qHTS for Inducers of the Endoplasmic Reticulum Stress Response (ERSR) in Human Glioma: qHTS. U87-MG GRP78 promoter luciferase reporter, 16 h. Potency, µM, without a hit: top-dose activation, hits mostly activators. 0.02% of 420,000 active. AID 602332, 2012; also: potency is read from the fitted curve at half-maximal effect; series mostly up to about 76 µM; % of control where 0% means no effect; nearly all actives have a fitted effect of over 35% in size
#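 ERSR induction read as luciferase luminescence (Bright-Glo, 10 min at room temperature) in stably transfected human U87-MG glioma cells exposed to compounds for 16 h, using GRP78 as sensor.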
# * = called active by the depositor; ? = inconclusive; . = not tested or not shown; & = joins results of further samples. Unless noted, calls follow the shape of the dose curve; as a rule, active = well fitted curve in the direction sought with a large enough effect; inconclusive = small, poorly fitted or top-dose-only effect, or another doubt; inactive = no such curve, though single readings can be large; an effect the other way counts as inactive or inconclusive. A portion of the library; count on the stated rates, not on these rows.
SMILES,D1 PAM,D1 ag,RXFP1 agonist,Vif-APOBEC3G blk,D1 antagonist,Vif-A3F inh,LDHA block,D2 PAM,GRP78 ERSR act
CC1(C)CC(NCCC(c2ccccc2)c2ccco2)CCO1 (stereo not given),-0.8,1.9,1.7%,-0.7%,3.4,-0.4%,-3.8,3.6,-1.9%
Cc1ccc(C(=O)N/C(=C\c2cccs2)C(=O)NCCCn2ccnc2)cc1C,-0.9,-0.4,0.2%,0.2%,19.9,-3.7%,-8.1,6.5,4.3%
COc1cccc(CNC(=O)CN2C(=O)COc3ccc(S(=O)(=O)Nc4ccccc4)cc32)c1,0.0,-0.3,-2.3%,1.5%,-2.8,-0.3%,-4.1,-0.2,-2.6%
CC(=O)C1=C(O)C(=O)N(c2ccc(O)cc2)C1c1cccc([N+](=O)[O-])c1 (stereo not given),4.7,-2.6,-0.8%,3.9%,27.1,7.5%,-12.5,12.2,-1.7%
CCN(CC)CCn1c2c(c(SCC(=O)Nc3ccc4c(c3)OCCO4)nc1=O)CCCC2,-13.7,3.9,1.6%,0.0%,-7.3,8.2%,-1.0,-1.8,-2.1%
CCC(=O)OC1(C#CCOc2ccc(OC)cc2)CCN(C)CC1,-1.8,7.7,0.1%,0.6%,-7.4,-2.3%,-4.6,-20.5,0.0%
COc1cccc(NC(=O)CSc2nc3c(c(-c4ccco4)c2C#N)CCCC3)c1,0.9,5.2,11.9%,0.8%,-22.8,-7.6%,-9.9,41.7*,-3.6%
COC(=O)c1ccccc1NC(=O)c1ccc(COc2cc(C)cc(C)c2)o1,-0.9&0.6,5.6&4.1,8.4%&0.5%,-5.5%&-9.8%,-5.2&-7.0,3.9%&1.5%,-6.0&-3.0,5.2&-6.2,-2.1%&-2.5%
CCOC(=O)c1sc(SC)c2c1CCC/C2=N/OC,0.7,8.4,-0.1%,-2.4%,4.6,10.3%,-2.8,3.3,-2.0%
COc1ccc(/C=N/NC(=O)c2cccc([N+](=O)[O-])c2)cc1OC(=O)c1ccccc1,-5.0,-2.4,0.5%,-26.7%,-9.1,1.7%,-2.4,-8.1,-2.2%
C#CCN1C(=O)S/C(=C\c2ccc(-c3ccc(C(=O)O)cc3C)o2)C1=O,11.1,5.3,1.5%,-4.4%,7.4,6.0%,0.2,4.5,?
COC(=O)CN1C(c2cccc(Cl)c2)=Nc2ccc(Cl)cc2C1c1ccccc1 (stereo not given),4.2,10.9,-0.5%,-4.3%,12.0,-23.2%,-2.5,-13.0,-5.7%
CCc1ccc(NC(=O)CSc2nc(-c3ccc(C)cc3)nc3c2Cc2c(CO)cnc(C)c2O3)cc1,-2.4,2.1,0.6%,10.8%,-16.1,11.1%,-8.3,-6.5,0.0%
O=C(c1ccccc1)c1coc2c1C(=O)c1ccccc1C2=O,-2.7,2.4,1.4%,2.3%,-10.5,-3.6%,16.9,-1.5,-4.8%
CCCCCCCC[n+]1cccc(C(=O)N(CC)CC)c1,1.6,1.3,-0.3%,1.4%,10.2,-21.2%,-4.1,-2.5,-1.3%
COC(=O)c1ccc(CSc2nc3c([nH]c4ccccc43)c(=O)n2-c2cc(C)cc(C)c2)o1,-2.4,1.4,0.7%,-4.8%,8.0,-4.7%,-1.0,9.1,-3.0%
CCOc1ccccc1C(=O)NCC(=O)OCC(=O)c1c(N)n(C)c(=O)n(C)c1=O,.,.,.,-0.2%,.,12.6%,-8.1,.,-2.8%
CC(C)N(Cc1ccccc1)C(=O)COC(=O)c1cc[n+]([O-])cc1,.,.,.,0.6%,.,-1.2%,1.1,.,-2.3%
CCNC(=S)NNC(=O)c1ccccc1OC(F)F,-4.8,-2.1,0.6%,2.9%,-2.8,1.4%,1.2,-22.1,-3.6%
CCSc1nnc([C@H](Cc2c[nH]c3ccccc23)NC(=O)OC(C)(C)C)o1,-4.2,1.7,2.8%,2.0%,12.1,-1.2%,-3.0,-2.9,0.9%
COc1ccc(Br)cc1CNC(=O)c1ccc2c(c1)nc1n2CCCCC1,0.0,1.4,3.4%,?,3.5,-2.9%,-3.0,-5.5,4.3%
CCc1ccc(NC(=O)c2ccc(F)c(S(=O)(=O)N3CCC(C)CC3)c2)cc1,-1.9,7.5,1.0%,9.1%,2.5,1.7%,-4.2,10.1,-3.6%
COC(=O)c1sccc1NC(=O)C1CCCCC1C(=O)O (stereo not given),3.5,-0.5,28.8%,0.1%,16.9,3.8%,-0.8,9.8,1.4%
CCc1nnc(NC(=O)CSc2nnc(-c3cc4ccccc4cc3O)n2CC)s1,3.0,-0.2,-0.2%,-0.7%,-6.6,-3.6%,7.2,-2.9,-5.8%
Cc1cc(Cl)ccc1OCC(=O)OC(C)C(=O)NC(N)=O (stereo not given),-0.4,7.1,-1.2%,-0.5%,-1.0,2.0%,-1.9,.,-2.4%
O=C1ON=C(c2ccc(Cl)c([N+](=O)[O-])c2)/C1=C/c1cccc([N+](=O)[O-])c1O,-0.4,1.6,1.8%,-0.2%,4.0,-2.7%,-31.0*,.,0.1%
O=C(Nc1ccc(NC(=O)C2CCCN2C(=O)OCc2ccccc2)cc1)c1ccco1 (stereo not given),-0.5,3.6,-0.2%,-1.2%,3.6,11.4%,-3.0,9.0,2.7%
COCCOC(=O)C1=C(C)NC2=C(C(=O)CC(C)(C)C2)C1c1cc2c(cc1Br)OCO2 (stereo not given),-3.9,-0.9,15.3%,0.9%,4.8,-2.0%,0.3,-6.6,-4.0%
COc1cccc(N(C(=O)c2sc(C)nc2C)C(C(=O)NCC2CCCO2)c2ccccc2)c1 (stereo not given),-7.2,-0.6,-4.0%,-0.5%,2.0,7.0%,-9.0,1.0,-0.2%
Cc1ccn(S(=O)(=O)c2ccc(C(C)(C)C)cc2)n1,-9.9,18.3,0.5%,-2.3%,19.3,9.4%,0.2,9.2,-0.7%
O=C(Cn1nc(C(=O)O)c2ccccc2c1=O)Nc1ccc2c(c1)OCO2,1.7,0.5,0.6%,3.6%,3.2,10.5%,0.6,-6.5,-2.9%
COC(=O)/C(=C\c1cc(OC)c(OC)c(OC)c1)c1nc2ccccc2[nH]1,0.7,1.7,0.7%,-8.8%,6.2,?,-5.8,-5.8,-3.7%
CCOc1ccc2nc(NC(=O)c3cc([N+](=O)[O-])ccc3N3CCOCC3)sc2c1,2.8,2.8,-1.5%,1.2%,-1.8,-6.0%,1.4,2.4,-0.6%
O=C(Nc1ccccc1C(F)(F)F)c1noc2c1CCCCC2,0.8,1.6,-0.3%,-0.7%,4.0,-6.6%,-7.9,4.4,-1.7%
O=C(Cc1ccccc1Cl)Nc1ccc(S(=O)(=O)Nc2nccs2)cc1,-2.7,0.6,-0.8%,-0.1%,7.1,-8.3%,1.7,15.4,-4.6%
O=C(CSc1nnc(C2CC2)n1-c1ccccc1)Nc1ccc(N2CCOCC2)cc1,-6.5,-1.2,-5.4%,-1.5%,-15.7,-11.3%,4.2,6.2,-0.5%
Cc1cc(C(F)F)n2ncc(C(=O)O)c2n1,-3.2,1.9,0.7%,0.1%,-2.8,-0.1%,-8.5,-7.5,-2.8%
COc1ccc(-c2noc(CNC(=O)c3ccco3)n2)cc1,0.2,2.5,-0.6%,3.2%,-1.6,5.2%,-3.0,6.3,5.2%
COCCNC(=O)NC(=O)COC(=O)c1ccc2[nH]c3c(c2c1)CCCC3,-5.8,2.9,0.4%,-5.8%,-7.0,?,-1.9,9.3,-0.6%
Cc1oc(-c2ccccc2F)nc1CS(=O)CC(=O)NC(C)C (stereo not given),-4.0,0.0,0.9%,1.2%,-12.0,-1.1%,-15.4,1.8,-3.2%
COc1cc(/C=C/C(=O)Nc2cc(S(=O)(=O)N3CCOCC3)ccc2N2CCCC2)cc(OC)c1OC,2.2,2.6,-1.0%,-0.9%,1.9,-1.3%,-3.1,-0.6,-3.2%
CC(C)CN1C2CCCC1CC(NC(=S)NCc1ccco1)C2 (stereo not given),-1.4,3.5,-1.3%,2.6%,-5.5,-23.1%,-4.7,-9.6,1.5%
COc1ccc(N2CCN(Cc3nc4c(c(=O)[nH]c(=O)n4C)n3CC(C)=O)CC2)cc1,-3.6,1.6,-1.0%,3.4%,-0.7,0.4%,4.8,-3.3,0.1%
O=C1CCCc2cc(S(=O)(=O)N3CCCC(C(=O)NCc4ccccc4)C3)ccc2N1 (stereo not given),-1.8,1.1,2.5%,-0.2%,-3.9,-3.2%,-7.1,-4.5,-0.5%
O=CN1CCN(C(=O)c2cccc3c2-c2ccccc2C3=O)CC1,-1.0,4.3,6.1%,-1.8%,8.4,-0.3%,-14.7,11.9,-3.6%
COc1ccccc1-c1nc2ccccc2nc1-c1ccccc1OC,-13.7,1.1,-0.2%,-3.4%,3.2,-1.6%,-2.1,-3.2,-4.5%

# In a second layout: entries from further up.
# The line under a structure holds: D1 PAM, D1 ag, RXFP1 agonist, Vif-APOBEC3G blk, D1 antagonist, Vif-A3F inh, LDHA block, D2 PAM, GRP78 ERSR act
COc1ccc(N2CCN(Cc3nc4c(c(=O)[nH]c(=O)n4C)n3CC(C)=O)CC2)cc1
    -3.6, 1.6, -1.0%, 3.4%, -0.7, 0.4%, 4.8, -3.3, 0.1%
O=C1CCCc2cc(S(=O)(=O)N3CCCC(C(=O)NCc4ccccc4)C3)ccc2N1 (stereo not given)
    -1.8, 1.1, 2.5%, -0.2%, -3.9, -3.2%, -7.1, -4.5, -0.5%
O=CN1CCN(C(=O)c2cccc3c2-c2ccccc2C3=O)CC1
    -1.0, 4.3, 6.1%, -1.8%, 8.4, -0.3%, -14.7, 11.9, -3.6%
